# High-throughput results (PubChem BioAssay)
# Bfl-1 Bim block: inhibitors of Bim-Bfl-1 interaction, human | Q16548 | Bead-based flow cytometry, Bim-Bfl-1 binding inhibition | inhibition, % at 10 µM | 190,000 compounds, 0.12% hits;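 further: 0% = wells without compound plus tracer and 100% = blocker peptide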
# Bim-Bcl-B: disrupts Bim peptide binding to human Bcl-B; Q9HD36; bead-based flow cytometry; inhibition, % at 10 µM; 190,000 compounds, 0.073% hits; AID 951;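 further: 0% = tracer peptide without compound and 100% = reference inhibitor peptide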
# Target sequence (Q9HD36 whole entry, looked up): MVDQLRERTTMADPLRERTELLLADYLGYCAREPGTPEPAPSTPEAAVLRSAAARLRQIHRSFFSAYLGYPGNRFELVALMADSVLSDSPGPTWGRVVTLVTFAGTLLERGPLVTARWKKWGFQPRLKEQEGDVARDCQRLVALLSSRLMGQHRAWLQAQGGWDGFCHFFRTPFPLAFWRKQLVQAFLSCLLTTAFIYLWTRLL
# Bcl-2 Bim block: disrupts Bim peptide binding to human Bcl-2; P10415; Bead-based flow cytometry, Bim peptide-Bcl-2 binding; inhibition, % at 10 µM; 190,000 compounds, 0.06% hits; AID 950; in the data active means inhibition above about 40%; inconclusive means no clear call, values can overlap the other calls;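 further: 0% = no compound wells with probe peptide and 100% = reference peptide inhibitor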
# Target sequence (P10415 whole entry, looked up): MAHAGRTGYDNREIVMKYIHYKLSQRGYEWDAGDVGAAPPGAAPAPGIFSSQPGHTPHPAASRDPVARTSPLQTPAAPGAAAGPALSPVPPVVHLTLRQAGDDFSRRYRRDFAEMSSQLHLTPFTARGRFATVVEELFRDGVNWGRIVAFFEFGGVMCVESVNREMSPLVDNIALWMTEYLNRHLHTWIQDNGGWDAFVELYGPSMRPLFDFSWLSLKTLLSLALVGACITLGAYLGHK
# RGS7-Gao: regulators of human RGS7-Galphao interaction | binding response (% of control), % at 10 µM | P09471 | 220,000 compounds, 0.35% hits | Multiplexed bead flow cytometry, RGS7-Galphao binding; actives lie on both sides; in the data active means binding response below about 49% or above about 150%; inconclusive means no clear call, values can overlap the other calls; inactive means in between;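 further: fluorescent Galphao held in activated GDP-AlF4 state binding bead-coupled RGS7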
# Target sequence (P09471 whole entry, looked up): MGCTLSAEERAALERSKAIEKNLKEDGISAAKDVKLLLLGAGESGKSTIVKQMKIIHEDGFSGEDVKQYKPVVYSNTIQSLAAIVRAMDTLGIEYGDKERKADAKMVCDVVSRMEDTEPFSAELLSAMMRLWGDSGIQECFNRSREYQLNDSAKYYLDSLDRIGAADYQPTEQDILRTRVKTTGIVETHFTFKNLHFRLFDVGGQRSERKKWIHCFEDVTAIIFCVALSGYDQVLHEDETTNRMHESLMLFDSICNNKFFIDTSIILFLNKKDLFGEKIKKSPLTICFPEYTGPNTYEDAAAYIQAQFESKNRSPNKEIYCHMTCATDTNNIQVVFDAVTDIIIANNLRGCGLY
# Mcl1-Noxa inh: disrupts binding of human Mcl-1 to Noxa peptide; Q07820; TR-FRET Mcl-1/Noxa peptide binding, 2 h; inhibition, % at 21.7 µM; 220,000 compounds, 1.5% hits;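 active means compounds that cut the protein-peptide binding signal by more than 50% relative to plate controls in a single-dose test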;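 further: His-tagged Mcl-1 with rhodamine Noxa BH3 peptide and terbium anti-His antibody; 0% = Mcl-1 plus Noxa peptide wells and 100% = peptide-only wells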
# Bim-Mcl-1: human Bim-Mcl-1 interaction inhibition; AID 1009; inhibition, % at 10 µM; Bead-based flow cytometry, Bim peptide-Mcl-1 binding; 190,000 compounds, 0.1% hits; Q07820;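 further: 0% = no compound tracer wells and 100% = peptide blocker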
# Bim-Bcl-XL: inhibitors of Bim-Bcl-XL interaction, human | Q07817 | Bim peptide-Bcl-XL binding, bead flow cytometry, fluorescence | inhibition, % at 10 µM | 190,000 compounds, 0.04% hits | AID 1007
# Bim-Bcl-W: disrupts Bim peptide binding to human Bcl-W | Q92843 | bead-based flow cytometry | inhibition, % at 10 µM | 190,000 compounds, 0.02% hits | AID 952;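 further: 0% = bound tracer without compound and 100% = peptide blocker; higher means less fluorescent Bim peptide bound to Bcl-W beads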
# Target sequence (Q92843 whole entry, looked up): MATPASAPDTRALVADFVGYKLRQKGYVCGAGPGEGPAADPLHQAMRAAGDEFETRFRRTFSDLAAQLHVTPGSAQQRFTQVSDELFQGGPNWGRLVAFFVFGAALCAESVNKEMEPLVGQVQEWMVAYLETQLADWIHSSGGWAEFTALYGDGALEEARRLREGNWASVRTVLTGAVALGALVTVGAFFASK
# RGS4-Gao reg: modulates binding of RGS4 to human Galphao; binding response (% of control), % at 10 µM; P09471; 220,000 compounds, 0.33% hits; Multiplexed bead flow cytometry; actives lie on both sides; in the data active means binding response below about 49% or above about 150%; inactive means in between;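 further: fluorescent Galphao activated with aluminum fluoride binding bead-coupled RGS4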
# Mcl1-Bid inh: Mcl-1/Bid interaction inhibition; AID 1021; 220,000 compounds, 0.97% hits; inhibition, % at 21.7 µM; TR-FRET Mcl-1/Bid-Dy647 peptide binding, 1536-well; Q07820;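 active means compounds that cut the binding signal by more than half at the single screening dose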;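 further: His-tagged Mcl-1 with europium anti-His antibody binding Bid BH3 peptide; 0% = Mcl-1 plus peptide wells and 100% = peptide-only wells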
# RGS8-Gao reg: human RGS8-Galphao interaction regulation. P09471. multiplexed bead flow cytometry, RGS8-Galphao binding; actives lie on both sides. response (percent of control binding), % at 10 µM. 220,000 compounds, 0.34% hits. AID 1423; in the data active means response below about 60% or above about 140%; inactive means in between;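 further: Galphao activated as the GDP aluminium fluoride complex binding bead-coupled RGS8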
# An asterisk follows results filed as active; ? = inconclusive; . = no result given. Unless noted, no stated cut-off is given here; in the data, active means inhibition above about 40%.
SMILES,Bfl-1 Bim block,Bim-Bcl-B,Bcl-2 Bim block,RGS7-Gao,Mcl1-Noxa inh,Bim-Mcl-1,Bim-Bcl-XL,Bim-Bcl-W,RGS4-Gao reg,Mcl1-Bid inh,RGS8-Gao reg
COCCN(C(=O)Cc1cccs1)C(C(=O)NCc1ccc(OC)cc1)c1ccc(OC)cc1 (centres undefined),-7,-3,-4,100,5,4,-3,3,104,2,102
CC(=O)N=c1c(C#N)cc2c(=O)n3cccc(C)c3nc2n1Cc1ccco1,.,.,.,?,15,.,.,.,70,-16,88
CCN(c1ccccc1)S(=O)(=O)c1ccc2[nH]cc(C(=O)N3CCOCC3)c(=O)c2c1,0,1,-2,98,-1,0,-5,-1,96,57*,98
COc1ccc(CC(=O)Nc2ccc(C(=O)NC(C)(C)C)cc2)cc1,-1,-9,-5,98,2,-5,-5,-2,99,-6,102
CCc1cc(C(c2ccc(F)cc2)N2CCOCC2)c(NC(=O)c2ccccc2)s1 (centres undefined),-2,-4,0,99,21,0,-6,-5,98,68*,98
Cc1cc(C(=O)N2CCN(c3ccccc3)CC2)no1,-3,0,0,104,5,-2,-1,-1,102,-76,101
O=C(CSCc1ccc(Cl)cc1)Nc1ccc2c(c1)OCO2,3,0,6,97,11,1,0,4,96,-10,100
NC(=O)N/N=C/c1cc(Br)ccc1OCC(=O)NCc1ccccc1,-10,-10,-18,86,0,-2,-7,-1,86,-8,93
Cc1cccc(-n2nc([N+](=O)[O-])c(N3CCN(C(=O)c4ccco4)CC3)[n+]2[O-])c1,-4,-3,0,100,-5,0,0,0,101,-8,102
O=C1CCC(C(=O)OCc2cc(=O)oc3ccc4ccccc4c23)=NN1,.,.,.,?,-2,.,.,.,59,-3,73
Cc1ccsc1/C=N/NC(=O)c1cccs1,-8,-9,-7,99,5,-5,-8,-4,99,1,100
Cn1c(CN2CCOCC2)nnc1SCc1ccccc1,0,0,-1,102,-20,-2,0,-1,98,-32,97
C[C@@]12CCC=C[C@H]1[C@H](c1ccc3ccccc3c1/C=C/c1ccccc1)N(Cc1ccccc1)C2=O,.,.,.,?,-9,.,.,.,103,-24,100
CCCNC(=S)N1CCN(CC)CC1,-13,-8,-3,99,28,-3,-10,-7,102,-8,101
CC1=NN(c2ccccc2)C(=O)/C1=C\c1cc(C)n(-c2cccnc2)c1C,.,.,.,?,20,.,.,.,100,-77,103
O=C(CN1C(=O)/C(=C/c2ccccc2)SC1=S)Nc1ncc(Cc2ccccc2)s1,-6,-7,-4,107,4,-1,1,3,105,-11,104
COc1ccc(CNCCC2(Cc3ccccc3)CC(C)N(C)CC2C)cc1OC (centres undefined),-7,-2,-4,98,14,-1,-1,-2,103,-24,104
COc1ccccc1CNC(=O)CN(Cc1ccc(Cl)cc1)S(C)(=O)=O,-3,-4,1,92,4,0,0,0,97,-154,98
COc1ccc([C@H]2[C@H](C(=O)C(C)(C)C)N3N=Cc4ccccc4C3C23C(=O)OC(C)(C)OC3=O)cc1 (some centres undefined),-9,-10,-4,101,17,-2,-4,-4,101,-18,101
COC(=O)Cn1ccc(N(C)C)c(C#N)c1=O,0,0,-1,104,16,-1,-2,-5,99,-3,101
CCOC(=O)c1sc(SC)nc1N,-5,-2,-7,97,13,-4,-1,-1,98,-21,98
CCCCn1c(CN2CCN(C)CC2)nc2ccccc21,-19,-9,-10,99,-1,-2,-7,-1,101,-34,100
CCOC(=O)c1sc2ncnc(OC)c2c1C,-2,-1,-3,100,-13,-1,1,1,106,-42,102
Cc1ccc(CSc2nnc(-c3ccncc3)n2CC2CCCO2)cc1 (centres undefined),0,-2,-4,91,1,-3,-4,-5,91,-23,94
CCCCCn1c(N2CCOCC2)nc2c1c(=O)n(CC(N)=O)c(=O)n2C,2,3,5,102,3,1,3,0,105,-29,106
# Following part
SMILES,Bfl-1 Bim block,Bim-Bcl-B,Bcl-2 Bim block,RGS7-Gao,Mcl1-Noxa inh,Bim-Mcl-1,Bim-Bcl-XL,Bim-Bcl-W,RGS4-Gao reg,Mcl1-Bid inh,RGS8-Gao reg
Cc1nn(Cc2ccc(Cl)cc2Cl)c(Cl)c1/C=N/NC(=O)CNc1cccc(C(F)(F)F)c1,-5,-8,-2,105,7,0,-3,-5,101,15,98
OCC(O)/C=N/Nc1nc(N2CCCCC2)nc(N2CCCCC2)n1 (centres undefined),-2,-1,-3,105,-1,2,-3,-2,101,-16,102
COc1ccc(NC(=O)c2c(NC(=O)CNCC(C)C)sc3c2CCC3)c(OC)c1,5,3,5,?,3,-2,0,0,103,-62,101
COC(=O)C1=C(C)N(C2CCCCC2)C(=O)C1,0,-3,0,92,-5,-2,-2,3,92,-13,95
Cc1ccc(-n2c(C)cc(/C=C3\NC(=O)NC3=O)c2C)c(C)c1,-1,-10,-1,99,7,-6,-7,-4,97,-10,99
Cc1cc(NC(=O)c2ccc3c(c2)C(=O)N(C(C)(C)C)C3=O)no1,2,-3,-3,97,1,-4,-1,-5,95,-55,98
CS(=O)(=O)N1CCC(C(=O)Nc2ccc(Oc3ccccc3)cc2)CC1,-10,-10,-8,97,11,-1,0,-2,97,-8,99
Cc1ccc(-n2nc(C)c(Sc3ccccc3[N+](=O)[O-])c2N)cc1,18,-18,6,111,10,-5,-1,3,101,-41,97
Cc1cccc(OCc2nnc(SCc3nc4ccccc4c(=O)[nH]3)o2)c1,7,5,12,99,11,5,7,3,100,-9,101
Cc1ccccc1OCC(=O)OCC(=O)c1ccc(OC(=O)c2ccccc2)cc1,-2,2,-2,100,0,0,0,0,99,-50,98
Fc1cccc(COc2ccccc2CNc2ccccc2)c1,1,-5,-3,99,-7,-4,-6,-8,101,-41,101
O=c1cc(CO)oc(CN2CCN(c3cccc(C(F)(F)F)c3)CC2)c1O,-8,-8,-9,100,-15,0,-4,0,102,-33,102
Clc1ccc(C2=NN=C3COc4ccccc4N3C2)cc1,-2,-5,0,95,-1,-2,-2,-5,97,-31,76
Nc1ccc(C(=O)OCC(=O)NC2CCS(=O)(=O)C2)cc1[N+](=O)[O-] (centres undefined),.,.,.,?,-6,.,.,.,-18*,-12,7.0*
COc1ccccc1CNC(=O)CS(=O)Cc1nc(-c2ccccc2C)oc1C (centres undefined),-3,-2,-1,86,-25,-4,-3,-2,80,-10,74
COc1cc(C2C(C#N)=C(N)Oc3cc(C)oc(=O)c32)cc(OC)c1OC (centres undefined),.,.,.,?,-5,.,.,.,99,6,99
COc1ccccc1/C=N/Nc1cc(C)nc(N2CCOCC2)n1,.,.,.,?,-3,.,.,.,82,-67,87
Cc1c(Cl)c(C(=O)N2CCCC2)nn1C,-2,-5,-3,103,10,-4,-2,-1,102,-23,101
CO/N=C/C(=N\Nc1cc(OC)cc(OC)c1)C(=O)c1ccccc1,-3,0,-2,98,-4,3,1,-3,102,1,101
CN(C)Cc1ccc(O)c(CCc2ccccc2)n1,-20,-12,-16,100,4,-3,-8,-1,105,-1,101
COc1cc(CNCCc2ccc(S(N)(=O)=O)cc2)ccc1OCc1ccc(Cl)cc1,-2,2,2,105,35,4,-1,2,102,12,103
CCOc1ccc(C(C)=O)cc1CN1C(=O)NC2(CCCCCCC2)C1=O,2,-1,-3,?,-3,-5,-3,-4,103,-16,102
Cc1ccc(C2C=C(c3ccccc3)Nc3nc(N4C(=O)CCC4=O)nn32)cc1 (centres undefined),-4,-2,-1,112,-9,0,1,-2,108,-42,109
CC(C)N1C(=O)S/C(=C/c2cccnc2)C1=O,1,-1,2,99,2,0,-1,0,98,-4,96
Cc1cc(-c2csc(NC(=O)c3ccc(=O)n(C)n3)n2)c(C)n1CC1CCCO1 (centres undefined),-6,8,2,89,54*,0,-5,0,96,-20,93
# (continued)
SMILES,Bfl-1 Bim block,Bim-Bcl-B,Bcl-2 Bim block,RGS7-Gao,Mcl1-Noxa inh,Bim-Mcl-1,Bim-Bcl-XL,Bim-Bcl-W,RGS4-Gao reg,Mcl1-Bid inh,RGS8-Gao reg
COC(=O)c1ccc(NC(=O)Cn2nc(-c3ccncc3)nc2SCC(=O)Nc2nccs2)cc1,-1,2,-3,98,-27,-1,-2,0,93,24,94
CCn1c(SCC(N)=O)nc2c(c1=O)C1(CCCC1)Cc1ccccc1-2,2,0,-1,96,-3,16,0,9,98,4,99
C=C1c2cc3c(cc2NC(=S)N1Cc1ccccc1)OCO3,.,.,.,?,17,.,.,.,105,-106,102
Cc1cccc(C)c1N(CC(=O)N/N=C/c1cc(Br)c(C)o1)S(C)(=O)=O,-3,-7,-5,99,13,-4,-1,-1,97,-20,102
CCN(CC)c1ccc(NC(=O)C2CCCN(S(=O)(=O)c3cnc[nH]3)C2)c(C)c1 (centres undefined),-2,-1,-2,101,-1,-4,-6,-1,99,-34,100
Cc1ccc([N+](=O)[O-])cc1NC(=O)CN(C1CCCCC1)S(=O)(=O)c1ccc(Cl)cc1,0,-4,-19,.,-6,-2,-3,-3,.,-3,.
O=C1C(=O)c2ccccc2C(O)=C1c1cccc([N+](=O)[O-])c1,.,.,.,?,25,.,.,.,101,-19,101
COc1cc(C=O)ccc1OCCOCCOc1cc(C)ccc1Cl,0,-3,-3,103,4,-2,-2,-1,108,-4,103
CCn1c2ccccc2c2cc(/C=N/NC(=O)c3ccc(O)cc3)ccc21,-20,-10,-9,99,42,-5,-6,-6,99,-7,100
CN(CCC#N)C(=S)NC(=O)c1ccc(S(=O)(=O)N2CCOCC2)cc1,4,-11,-1,110,8,-2,0,2,104,-16,99
O=C(C1CCN(S(=O)(=O)Cc2ccccc2)CC1)N1CCN(c2ncccn2)CC1,-17,-6,-9,106,13,0,-4,0,103,-25,102
O=C(Nc1ccccc1C(=O)N1CCCC1)c1cccc(S(=O)(=O)N2CCCCCC2)c1,-9,-8,-2,107,28,-1,-5,0,122,5,97
O=C(O)c1ccccc1SCc1cn2cc(Cl)ccc2n1,-3,1,0,104,4,3,-2,0,102,-15,101
Cc1sc2ncnc(SCC(=O)NC(C)(C)C)c2c1C,-5,-1,-4,104,22,-5,-4,-5,98,-12,103
CCCCSc1nnc(CSc2nc3nc(C)cc(C)n3n2)o1,-2,0,0,104,16,-2,0,0,104,-2,101
CCn1nc(C(=O)OC(C(=O)c2c[nH]c3ccccc23)c2ccccc2)c2ccccc2c1=O (centres undefined),-10,-6,-8,95,-37,1,-5,1,94,-40,98
COc1ccc(S(=O)(=O)N(CC(=O)O)Cc2ccccc2)cc1OC,-8,-5,-6,104,16,0,-2,-1,100,2,98
O=C(c1cccs1)N(Cc1ccco1)Cc1cc2ccccc2[nH]c1=O,2,-3,-9,103,22,-1,-2,1,97,-51,102
CCn1nc(C(=O)OCC(=O)c2ccc(F)cc2)c2ccccc2c1=O,-6,-3,-4,95,5,0,-1,-2,98,-17,100
COc1cccc(C(=O)NNC2OC(CO)C(O)C2O)c1 (centres undefined),-3,-3,-4,104,-2,-1,-1,-5,103,-32,99
Cc1nc(C)c(C(=O)N/N=C/c2cc(Br)ccc2O)s1,.,.,.,?,3,.,.,.,100,-56,101
CCOc1cc(N2CCOCC2)c(OCC)cc1NC(=O)c1ccc(OC(C)C)cc1,-3,-3,-3,97,8,-1,-2,0,99,-38,99
Cc1ccc(CC(=O)Nc2cccc(C#N)c2)cc1,-6,-6,-1,103,1,-4,-4,-3,101,-11,99
